# IL-2 act = activators of IL-2. activation, % (series mostly up to about 46 µM). actives 0.065% (n = 360,000). IL-2 activation reporter assay, cell-based qHTS; stimulated with anti-CD3/CD4/CD28 beads; in transgenic mouse T cells. AID 652025; in the data active means activation above about 50%; inconclusive means mostly about 30% to 49%; further: 0% is about no effect
#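 Screening format: compound pinned onto unstimulated transgenic mouse T cells, 60 min incubation, then anti-CD3/anti-CD4/anti-CD28 bead stimulation for 18 hours at 37 degrees C, followed by EGFP and DsRed detection.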
# PLK1 PBD block = PLK1 (human) polo-box domain binding inhibition; P53350; Plk1 PBD binding of FITC phosphopeptide, fluorescence polarization; Potency, µM, for the others: max response, negative = inhibition, hits mostly inhibitors; actives 2.8% (n = 360,000); AID 720504; further: potency means the concentration at half of the fitted maximal effect; series mostly up to about 57 µM; on the % scale 0 is the no-effect control and ±100 the full control effect; nearly all actives have a fitted effect of over 65% in size
# Target sequence (P53350 whole entry, looked up, the tested form may be a part): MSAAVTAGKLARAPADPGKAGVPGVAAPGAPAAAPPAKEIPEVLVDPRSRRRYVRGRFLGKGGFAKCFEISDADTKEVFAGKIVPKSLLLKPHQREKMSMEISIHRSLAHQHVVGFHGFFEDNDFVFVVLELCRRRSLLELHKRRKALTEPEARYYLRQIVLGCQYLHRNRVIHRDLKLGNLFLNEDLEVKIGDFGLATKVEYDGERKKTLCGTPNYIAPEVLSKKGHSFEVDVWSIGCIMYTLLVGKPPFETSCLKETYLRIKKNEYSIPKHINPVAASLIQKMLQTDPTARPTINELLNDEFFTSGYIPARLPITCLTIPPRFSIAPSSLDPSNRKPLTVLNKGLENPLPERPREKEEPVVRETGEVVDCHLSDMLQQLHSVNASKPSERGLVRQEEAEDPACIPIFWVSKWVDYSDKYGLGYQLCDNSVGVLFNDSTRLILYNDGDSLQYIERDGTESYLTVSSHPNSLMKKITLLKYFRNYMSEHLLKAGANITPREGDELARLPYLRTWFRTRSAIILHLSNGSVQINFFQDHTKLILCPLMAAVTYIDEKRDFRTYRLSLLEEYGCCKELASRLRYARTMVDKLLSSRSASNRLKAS
# EPAC1 antagonist = blocks human EPAC1 exchange factor. O95398. EPAC1 GEF assay, Rap1b-BODIPY-GDP exchange fluorescence. Potency, µM (highest dose often 115 µM), without a hit: at the top dose activity change, negative = inhibition, usual class: inhibitors. actives 0.14% (n = 360,000). AID 720709;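 further: potency means the concentration at half of the fitted maximal effect; plate controls were vehicle for no effect and positive control for full effect; nearly all actives have a fitted effect of over 50% in size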
# PI5P4K alpha inh = inhibitors of human PI5P4K alpha. PI5P4Kalpha enzyme, ADP-Glo luminescence, 60 min; hits give low values. actives 1.2% (n = 330,000). AID 652105. max response, %; active means max response of -50% or lower; inconclusive means between -30% and -50%; inactive means -30% or higher; further: value at the top dose of about 77 µM; on the % scale 0 is the no-effect control and ±100 the full control effect
#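 Quantitative HTS of the MLSMR library against PI5P4Kalpha with substrate. ATP added last at 5 microM final; room temperature, 60 minutes. Remaining ATP depleted, ADP converted and read as luminescence.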
# EPAC1 agonist = EPAC1 (human) agonism | O95398 | EPAC1 agonist qHTS, biochemical assay; response scale: 100% = response to 6.5 mM cAMP | Potency, µM (highest dose often 154 µM), for inactives: at the top dose activation, usual class: activators | actives 0.073% (n = 360,000) | AID 720707; further: potency means the concentration at half of the fitted maximal effect; nearly all actives have a fitted effect of over 60% in size
#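 Normalized to 6.5 mM cAMP, activity reflects EPAC1-catalysed release of BODIPY-GDP from Rap1B, followed kinetically over 30 min at 480 nm excitation, 540 nm emission. Reaction contained 100 nM EPAC1, 250 nM Rap1B-BODIPY-GDP, 50 uM GDP.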
# HEK293 tox = cytotoxicity in counter-screen for GLP-1R inverse agonists. Potency, µM (highest dose often 38.3 µM), without a hit: at the highest dose activity change, negative = inhibition, usual class: inhibitors. HEK293 cAMP-luciferase reporter cells, luminescence, 24 h. actives 0.13% (n = 410,000). AID 624418;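 further: loss of luciferase light is scored as toxicity; potency means the concentration at half of the fitted maximal effect; on the % scale 0 is the no-effect control and ±100 the full control effect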
#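 MLSMR compounds, 24 hr on cells at 37 deg C/5% CO2; luminescence after luciferase reagent (12 min RT). Inhibition counted as the undesired cytotoxic outcome.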
# GLP1R ag = activates the human GLP-1 receptor; HEK293 GLP-1R CRE-luciferase, luminescence, 4-6 h; cells express a hypersensitive GLP-1R form; Potency, µM (series often up to 45.6 µM), without a hit: at the highest dose activation, usual class: activators; actives 0.007% (n = 380,000); further: potency means the concentration at half of the fitted maximal effect; % of control where 0% means no effect
# Target sequence (P43220 whole entry, looked up): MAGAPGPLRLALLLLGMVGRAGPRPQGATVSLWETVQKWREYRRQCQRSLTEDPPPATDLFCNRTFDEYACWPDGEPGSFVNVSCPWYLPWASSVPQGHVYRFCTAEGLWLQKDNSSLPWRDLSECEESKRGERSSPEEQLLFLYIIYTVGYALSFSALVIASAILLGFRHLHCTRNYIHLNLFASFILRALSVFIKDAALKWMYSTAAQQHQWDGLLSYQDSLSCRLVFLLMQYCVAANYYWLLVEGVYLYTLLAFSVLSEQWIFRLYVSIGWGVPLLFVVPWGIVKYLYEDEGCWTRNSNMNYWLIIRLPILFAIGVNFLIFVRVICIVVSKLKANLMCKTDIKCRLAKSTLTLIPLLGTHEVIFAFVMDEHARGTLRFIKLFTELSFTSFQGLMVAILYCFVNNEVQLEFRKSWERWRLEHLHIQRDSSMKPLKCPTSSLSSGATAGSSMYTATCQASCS
# PTHR1 ag = agonists of human PTHR1 parathyroid hormone receptor; Q03431; HEK293 GP2 PTHR1 cells, GloSensor cAMP luminescence, 1 h; Potency, µM (top dose mostly 115 µM), without a hit: top-dose activation, actives largely listed as activators; actives 0.075% (n = 410,000); further: potency means the concentration at half of the fitted maximal effect; nearly all actives have a fitted effect of over 55% in size; some results filed as inactive show a strong effect at the top dose; inactives centre near -15; many of its hits are not listed in these tables
#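 HEK-293-derived GP2 cells expressing PTHR1 and a GloSensor cAMP reporter, 3,000/well, plated overnight, given luciferin plus IBMX (each 0.5 mM as added) for 1 h at 37 °C, then compound for 1 h at 37 °C. Luminescence was read after 15 min at room temperature.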
# GLP-1R inv ag = inverse agonists of human GLP-1 receptor. P43220. HEK293 GLP-1R CRE-luciferase, luminescence, 24 h; GLP-1R form is constitutively active. Potency, µM (series often up to 38.3 µM), without a hit: top-dose activity change, negative = inhibition, actives largely listed as inhibitors. actives 1.6% (n = 410,000); further: potency means the concentration at half of the fitted maximal effect; on the % scale 0 is the no-effect control and ±100 the full control effect; nearly all actives have a fitted effect of over 55% in size
#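 Inverse agonism was detected as reduced cAMP-driven luciferase luminescence after 24 h compound treatment. The cells were HEK293 clones expressing constitutively active human GLP-1R with the reporter. Reporter-only and GPR119 cell lines served as counterscreen controls.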
# Numbers without * were called inactive; i = inactive; u = inconclusive; x = not tested or not shown; [ ] = remark or other dose. Unless noted, the call rests on the fitted dose curve; in most records, active means well fitted curve in the direction sought with a large enough effect; inconclusive means small, poorly fitted or top-dose-only effect, or another doubt; inactive means no such curve, though single readings can be large; an effect the other way counts as inactive or inconclusive.
SMILES,IL-2 act,PLK1 PBD block,EPAC1 antagonist,PI5P4K alpha inh,EPAC1 agonist,HEK293 tox,GLP1R ag,PTHR1 ag,GLP-1R inv ag
COCOc1cccc(CN2CCC2(C)C(=O)Nc2ccc(OC)c(OC)c2)c1 (stereo not given),-0.6,-6%,-12%,1,6%,-3%,20%,i,6%
COCCNC(=O)CN1C(=O)COc2ccc(Cl)cc21,-1.3,-3%,-4%,-3,3%,-18%,-6%,i,9%
COc1ccc(Cl)cc1Nc1nc(N)c2ccccc2n1,-0.7,1%,-8%,25,14%,-7%,17%,0%,-67%
COc1ccc(NC(=O)c2sc3nc(C)cc(C)c3c2N)c(OC)c1,0.4,-2%,-18%,-1,-13%,2%,22%,-18%,46%[activator]
Cc1cc(C)n(-c2cc(Cl)ccc2[N+](=O)[O-])n1,-2.0,27µM*,-6%,-5,3%,-20%,0%,i,10%
Cc1ccnc(NS(=O)(=O)c2ccc(NC(=O)/C=C/c3cccs3)cc2)n1,0.2,-22%,-14%,-17,5%,23%,0%,u,25%
O=C(NCCC1CCCCN1S(=O)(=O)c1ccccc1)C(=O)NCc1ccc(F)cc1 (stereo not given),3.3,3%,-23%,3,3%,-3%,10%,-9%,u
c1ccc(SC23CC4CC(CC(C4)C2)C3)nc1,-2.2,-2%,-1%,2,7%,4%,2%,i,-13%
Cc1ccc(Cl)cc1NC(=O)C1CCCCC1C(=O)O (stereo not given),0.5,3%,-3%,8,4%,1%,4%,i,2%
CCCCCCC(=O)Nc1nc(C)c(-c2csc(Nc3cc(OC)ccc3OC)n2)s1,-2.2,-15%,-4%,-3,-15%,-2%,-5%,u,54%[activator]
COc1ccccc1OCc1cc(C(=O)N2CC3C[C@@H]4CC2C[C@H](C3)C4)no1,-2.9,4%,-13%,-1,3%,-25%,15%,-7%,u
COC(=O)c1ccc(NC(=O)CN2CCC(NC(=O)c3ccco3)CC2)cc1,0.7,4%,-2%,2,11%,-1%,-2%,-10%,4%
Cc1noc(C)c1C(=O)NNc1ccc(C(C)C)cc1,-1.2,-11%,2%,4,3%,0%,15%,-19%,-17%
O=C1CC(NS(=O)(=O)c2ccc([N+](=O)[O-])cc2)CN1c1cccc(F)c1 (stereo not given),2.0,-10%,-25%,6,27%,11%,-14%,-3%,-4%
O=C(NNS(=O)(=O)c1ccccc1[N+](=O)[O-])c1ccccc1Cl,3.9,0%,1%,0,-8%,1%,-1%,-15%,16%
C/C(=N\Nc1ccccc1C)c1cccnc1,-2.3,-10%,-2%,4,-4%,5%,-2%,-10%,10%
Cc1c(C(=O)Nc2cc(F)ccc2F)sc2nc3n(c(=O)c12)CCCCC3,1.8,3%,-7%,5,-11%,-9%,-1%,2%,-21%
O=C(CSCC(=O)N1CCCCC1)Nc1nc(-c2ccc(Cl)s2)cs1,0.5,-13%,-9%,-2,4%,-7%,9%,-25%,u
CCOc1ccccc1CNC(CC)CO (stereo not given),-2.2,-3%,-15%,-1,1%,6%,-1%,i,1%
N=C(N)SCCc1cnc[nH]1,1.3,-29%,-19%,-17,-9%,3%,-1%,-13%,-11%
CCOC(=O)C1(C)CCCN1C(=O)c1cccs1 (stereo not given),-0.4,1%,-7%,-2,3%,1%,0%,i,18%
O=C(CN1C(=O)c2ccc([N+](=O)[O-])cc2C1=O)Nc1nnc(C2CC2)s1,-3.9,-3%,-5%,-2,0%,19%,2%,-16%,21%
COc1ccc(C(CNC(=O)c2cc3ccccc3cc2O)N2CCOCC2)cc1 (stereo not given),-0.5,2%,-9%,-6,14%,70%[activator],9%,-8%,u
NS(=O)(=O)c1ccc(NC(=O)COC(=O)Cn2cnc3ccccc3c2=O)cc1,-5.3,-13%,-4%,9,3%,21%,-2%,16%,19%
Cn1c(SCC(=O)NCC2COc3ccccc3O2)nnc1C(F)(F)F (stereo not given),-4.0,-2%,1%,6,8%,-4%,3%,i,-2%

# Continuation.
SMILES,IL-2 act,PLK1 PBD block,EPAC1 antagonist,PI5P4K alpha inh,EPAC1 agonist,HEK293 tox,GLP1R ag,PTHR1 ag,GLP-1R inv ag
Cn1c(SCC(=O)NC2CCCC2)nnc1C(F)(F)F,-0.5,-12%,-3%,1,0%,21%,-6%,u,2%
COc1ccc(C(=O)OCC(=O)NC2CC2)cc1S(=O)(=O)N1CCOCC1,-2.7,-9%,3%,-7,3%,2%,1%,-5%,-1%
CCn1c(=O)cc(OCC(=O)N2CCN(c3ccc(C)cc3)C(C)C2)c2ccccc21 (stereo not given),x,x,x,x,x,-17%,-1%,-27%,u
Nc1ccc(CCn2ccnc2)cc1,0.7,3%,-5%,6,-1%,1%,9%,i,1%
O=C(Nc1ccc2c(c1)OCCO2)c1ccc(Cl)cc1,2.2,-9%,-9%,2,2%,-8%,-4%,-57%[inhibitor],u
COc1ccc(C(=O)CCN2CCN(c3ccc(OC)cc3)CC2)cc1,-4.8,-24%,6%,11,-3%,u,1%,i,u
CC(=O)N1c2ccc(S(=O)(=O)NCCC(=O)Nc3cccc(Cl)c3)cc2CC1C (stereo not given),-2.2,-13%,-18%,0,0%,6%,1%,-2%,1%
O=C(COC(=O)CCc1c[nH]c2ccccc12)NC1CCS(=O)(=O)C1 (stereo not given),1.4,-16%,1%,1,-2%,-5%,16%,-13%,2%
COCc1cc(=O)[nH]c(-c2ccccc2OC(F)(F)F)n1,0.2,-10%,3%,-8,-9%,0%,0%,i,1%
O=C(OCCN=C1NS(=O)(=O)c2ccccc21)c1ccccc1,-0.7,-8%,-7%,5,5%,8%,4%,-6%[57.5 µM],0%
N#CC1=C2SCN(c3ccccc3)CN2C(=O)CC1c1ccccc1Cl (stereo not given),-2.9,27µM*,-4%,-82*,-4%,-4%,-2%,i,2%
O=C(Nc1cc2c(oc1=O)CCCC2=O)c1ccc(Cl)cc1,-2.1,u,-16%,x,-10%,-11%,3%,-11%[57.5 µM],0%
O=[N+]([O-])c1ccc(N/N=C/c2cccc(O)c2O)cc1,-0.7,27µM*,-7%,-17,7%,u,16%,-17%,-29%
CC(C)C(=O)OCC(=O)NCc1ccccc1Cl,-2.2,-6%,-7%,0,-7%,2%,6%,i,1%
O=[N+]([O-])c1ccc(NN=C(C2CC2)C2CC2)c([N+](=O)[O-])c1,-2.1,-7%,9%,-5,0%,-13%,-2%,i,1%
Cc1cccc(N2C(=O)C3CCCN3C2=S)c1 (stereo not given),0.2,13µM*,-5%,7,-1%,16%,-4%,21%,20%
CCC(C)(C)NC(=O)Cn1c(=O)oc2cc(S(=O)(=O)N3CC(C)CC(C)C3)ccc21 (stereo not given),-1.8,-1%,-6%,3,0%,-5%,-6%,i,-4%
Cn1c(=O)c(C(N)=S)cn(-c2ccccc2)c1=O,0.2,0%,11%,-10,0%,8%,10%,-13%,18%
COc1cc(S(=O)(=O)Nc2ccc3c(c2)C(=O)N(C)C3=O)ccc1NC(C)=O,0.0,-5%,10%,-2,8%,155%[activator],-1%,i,22%
Cc1nc(C/C(=N\N)c2ccc(O)cc2O)cs1,0.4,-25%,12%,0,0%,18%[0.307 µM],16%,-16%,2%[0.307 µM]
CN(C)CC(=O)Nc1ccc(Oc2ccc(Cl)cc2)cc1,-1.1,-14%,0%,12,0%,9%,15%,-2%,5µM*
COc1ccc(CCNC(=O)CCS(=O)(=O)Cc2ccccc2C)cc1OC,-1.5,7%,2%,-6,2%,-4%,2%,i,7%
Cc1noc(/C=C/N(C)C)c1S(=O)(=O)N1CCC(C(=O)Nc2ccc(Cl)cc2)CC1,-0.6,-6%,-18%,-7,12%,-13%,2%,i,u
CCOc1ccc(NC(=O)C2CC(=O)N(CC)C(=Nc3ccc4c(c3)OCO4)S2)cc1 (stereo not given),0.6,4%,2%,x,7%,-3%,5%,-24%[57.5 µM],-19%
Cc1cc(C)c(-c2cc(C)nc3ncnn23)c(C)c1,0.9,-5%,-3%,-9,-3%,-2%,1%,-18%,15%

# Next results follow.
SMILES,IL-2 act,PLK1 PBD block,EPAC1 antagonist,PI5P4K alpha inh,EPAC1 agonist,HEK293 tox,GLP1R ag,PTHR1 ag,GLP-1R inv ag
Cc1ccccc1-c1cc(C(=O)NCc2ccco2)nn1CC1CC(c2cccc([N+](=O)[O-])c2)=NO1 (stereo not given),-0.6,-16%,-7%,-11,-8%,3%,6%,-37%[inhibitor],u
CC(=O)NC(CCS(C)(=O)=O)C(=O)Nc1cc(C)on1 (stereo not given),-0.6,-3%,u,0,-2%,3%,-1%,i,10%
CC1C(=O)N2CCCc3cc(S(=O)(=O)NCc4ccc(Cl)cc4)cc1c32 (stereo not given),-2.2,-4%,0%,-1,7%,-3%,4%,-22%,-20%
COC(=O)C1=C(C)N(Cc2ccccc2)C(=NCC2CC2)N[C@H]1c1ccccc1,-0.7,5%,4%,3,4%,-15%,1%,i,-26%
O=C(CSc1ccccc1)Nc1ccc2sccc2c1,1.0,-11%,-18%,8,10%,8%,20%,-6%,u
Cc1ccc(/C=C/C(=O)c2cc(Br)ccc2OC(=O)c2ccco2)cc1,-0.2,-22%,-1%,9,9%,-28%,-10%,-6%[57.5 µM],u

# One compound at a time, from the list above.
# CC1C(=O)N2CCCc3cc(S(=O)(=O)NCc4ccc(Cl)cc4)cc1c32 (stereo not given) across the screens: IL-2 act: -2.2; PLK1 PBD block: -4%; EPAC1 antagonist: 0%; PI5P4K alpha inh: -1; EPAC1 agonist: 7%; HEK293 tox: -3%; GLP1R ag: 4%; PTHR1 ag: -22%; GLP-1R inv ag: -20%
# COC(=O)C1=C(C)N(Cc2ccccc2)C(=NCC2CC2)N[C@H]1c1ccccc1 across the screens: IL-2 act: -0.7; PLK1 PBD block: 5%; EPAC1 antagonist: 4%; PI5P4K alpha inh: 3; EPAC1 agonist: 4%; HEK293 tox: -15%; GLP1R ag: 1%; PTHR1 ag: i; GLP-1R inv ag: -26%
# CC(=O)NC(CCS(C)(=O)=O)C(=O)Nc1cc(C)on1 (stereo not given) across the screens: IL-2 act: -0.6; PLK1 PBD block: -3%; EPAC1 antagonist: u; PI5P4K alpha inh: 0; EPAC1 agonist: -2%; HEK293 tox: 3%; GLP1R ag: -1%; PTHR1 ag: i; GLP-1R inv ag: 10%

# The list is partial, so the mix of outcomes need not match the whole.
